# ALOX12 inhib: 12-hLO (ALOX12) enzyme inhibition; P18054; purified 12-hLO, xylenol orange hydroperoxide absorbance; Potency, µM (series often up to 57.1 µM), for inactives: at the highest dose activity change, negative = inhibition, most hits filed as inhibitors; actives 0.12% (n = 150,000); AID 1452; note: potency is the fitted concentration of half-maximal effect; nearly all actives have a fitted effect of over 55% in size; many of its hits are not listed in these tables
# Target sequence (P18054 whole entry, looked up): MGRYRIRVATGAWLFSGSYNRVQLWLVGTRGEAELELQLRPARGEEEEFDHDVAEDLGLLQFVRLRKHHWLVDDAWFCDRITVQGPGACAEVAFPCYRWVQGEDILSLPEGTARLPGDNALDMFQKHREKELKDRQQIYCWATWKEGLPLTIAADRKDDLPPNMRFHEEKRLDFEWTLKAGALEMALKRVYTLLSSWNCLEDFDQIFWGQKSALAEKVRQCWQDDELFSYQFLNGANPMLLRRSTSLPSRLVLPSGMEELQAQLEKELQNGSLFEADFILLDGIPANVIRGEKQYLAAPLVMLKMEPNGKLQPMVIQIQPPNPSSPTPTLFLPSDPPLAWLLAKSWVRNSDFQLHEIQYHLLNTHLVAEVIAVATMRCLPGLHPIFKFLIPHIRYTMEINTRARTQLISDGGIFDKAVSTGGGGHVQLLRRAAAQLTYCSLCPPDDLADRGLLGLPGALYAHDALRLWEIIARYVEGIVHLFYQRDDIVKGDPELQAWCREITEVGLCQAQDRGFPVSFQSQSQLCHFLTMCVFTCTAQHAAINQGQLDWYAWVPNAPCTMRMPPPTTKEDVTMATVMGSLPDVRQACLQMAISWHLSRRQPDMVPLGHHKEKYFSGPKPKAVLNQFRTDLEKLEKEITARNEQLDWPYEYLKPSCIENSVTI
#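 Purified human 12hLO (150 nM), preincubated 15 min with compound, then 40 uM arachidonic acid for 30 min, room temperature, Hepes pH 7.0 with 0.01% Triton X-100. Hydroperoxide detected by ferrous iron/xylenol orange; 573/405 nm absorbance ratio gives reaction progress.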
# PNC assembly inh: blocks assembly of the perinucleolar compartment; PC3M PTB-GFP, PNC prevalence imaging, 16 h; stronger effect = lower value; activity change (PNC), negative = inhibition, % at 10 µM; actives 3.1% (n = 140,000); AID 2417;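 active = readout at or below -70, meaning at least 70% loss of cells showing the perinucleolar compartment, a nuclear body marking cancer cells; inconclusive = readout between -30 and a set limit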;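 note: plate controls were DMSO wells for no effect and camptothecin positive control wells for full effect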
#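 Compounds are pinned in duplicate onto adhered PC3M cells stably expressing GFP-tagged PTB and incubated 16 h at 37 C. Cells are then fixed, nuclei stained with Hoechst, and PNC-positive cells counted.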
# 15-hLO-2 inh: inhibitors of human 15-lipoxygenase 2 (ALOX15B); O15296; purified 15hLO-2, xylenol orange hydroperoxide absorbance; Potency, µM (top dose mostly 57.1 µM), for the others: top-dose activity change, negative = inhibition, usual class: inhibitors; actives 0.56% (n = 110,000); AID 881; note: potency is the fitted concentration of half-maximal effect; nearly all actives have a fitted effect of over 60% in size; many of its hits are not listed in these tables
#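 Enzyme 50 nM, AA 45 uM, 25 mM Hepes pH 7.5 + 0.01% Triton X-100; cpd preinc 15 min RT, rxn 90 min RT; stop/detect with 200 uM XO + 300 uM Fe(II) in 50 mM H2SO4, 30 min; A573/A405.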
# IMPase inh: membrane-permeable compound that blocks inositol monophosphatase; P97697; CHO-M1 cells, IP1 accumulation, HTRF TR-FRET ratio; inhibition (IP1 accumulation), % at 46.1 µM; 120,000 tested, under 10 active; AID 901; active = well fitted curve in the direction sought with a large enough effect in the signal ratio, not every such curve was filed as active; inconclusive = small, poorly fitted or top-dose-only effect, or a change in a side signal; inactive = no such curve, though single readings can be large or run the other way; the % refers to the signal ratio;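 note: cells stimulated with carbachol in lithium chloride buffer; plate controls were DMSO basal wells for no effect and reference inhibitor wells for full effect; higher means more IMPase inhibition seen as more IP1 and lower FRET ratio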
# Target sequence (P97697 whole entry, looked up): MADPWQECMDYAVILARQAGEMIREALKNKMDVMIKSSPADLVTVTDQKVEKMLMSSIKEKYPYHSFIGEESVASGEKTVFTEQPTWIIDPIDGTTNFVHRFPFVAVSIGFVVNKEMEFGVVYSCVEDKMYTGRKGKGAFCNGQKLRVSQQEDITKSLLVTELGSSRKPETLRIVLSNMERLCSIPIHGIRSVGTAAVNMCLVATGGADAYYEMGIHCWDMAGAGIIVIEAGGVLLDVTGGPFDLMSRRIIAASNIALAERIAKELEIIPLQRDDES
#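 In this qHTS, compounds (final up to 46 uM) act on CHO-M1 cells that are then activated through the M1 receptor with carbachol, in pH 7.4 buffer containing 50 mM LiCl, for 30 min. IP1 accumulation is quantified by the IP-One immunoassay.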
# Active calls of the source: *; ? = inconclusive; nt = no result given; [ ] = dose if it differs, or a comment. Unless noted, calls come from the whole dose curve; as a rule, active = well fitted curve in the direction sought with a large enough effect; inconclusive = small, poorly fitted or top-dose-only effect, or another doubt; inactive = no such curve, though single readings can be large; an effect the other way counts as inactive or inconclusive. Unless noted, % is set by controls: 0 for no effect and ±100 for the full control effect. These rows are one share of the data (hit frequency here may not be typical).
SMILES,ALOX12 inhib,PNC assembly inh,15-hLO-2 inh,IMPase inh
COc1ccc(NC2=CC(c3cccc(OC)c3)N(c3ccc(OC)cc3)C2=O)cc1 (stereo not given),-5%,-29,nt,nt
Cc1nc2sccc2c(=O)n1-c1cccc(Cl)c1,-3%,-20,-6%,3
Cc1ccccc1NC(=O)c1ccc(CN2CCc3ccccc3C2)cc1,3%,35,6%,3
Cc1cc(OCCCCNC(C)C)cc(C(C)C)c1,3%,?,nt,nt
COc1ccc(CCNc2c([N+](=O)[O-])c(=O)oc3ccccc23)cc1OC,-4%,50,-5%,4
Fc1ccc(-c2cnc[nH]2)cc1,-4%,52,-3%,7
Cc1cc(C(=O)CSc2n[nH]c(N)n2)c(C)n1-c1cccc(F)c1,-3%,12,15%,-9
COc1ccc(-c2ncccc2O)cc1,-2%,-1,-4%,-5
Cc1cc(C)nc(/N=C2\NC(=O)CC(C(=O)O)N2c2ccc(Cl)cc2)n1 (stereo not given),4%,-21,-5%,-8
NC(=O)C[C@H](NC(=O)Cc1ccc(O)cc1O)C(=O)O,-3%,nt,10%,0
CCCCNC(=O)C(c1ccc(OCC(=O)OC)c(C(=O)OC)c1)N(CCOC)C(=O)CCCCCN1C(=O)NC(c2ccc(-c3ccccc3)cc2)C(C(=O)OCc2ccccc2)=C1C (stereo not given),-2%,nt,-3%,nt
CC(NO)/C(=N\O)c1cccs1 (stereo not given),4%,-26,5%,-3
O=C(Cc1cnn(-c2ccccc2)c1)c1ccc(O)c(O)c1O,-22%,59,-23%,5
COC(=O)/C=c1/sc2n(c1=O)CCN=2,-3%,-12,-1%,-7
COc1ccc(C2Nc3ccccc3C(=O)N2c2ccc(C)cc2)cc1COc1ccccn1 (stereo not given),-3%,40,nt,6
O=C1O[C@H](CN2CCOCC2)CN1/N=C\c1ccc([N+](=O)[O-])o1,-4%[25.6 µM],nt,1%[25.6 µM],-5[20.6 µM]
COCC(=O)n1cc(C(=O)OC)c2ccccc21,0%,?,nt,0
Cc1ccc(C)c(N2CCN(S(=O)(=O)c3c(C)noc3/C=C/N(C)C)CC2)c1,-27%,?,-11%,14
COc1ccc(/C=C2\CCc3ccccc3C2=O)cc1Cn1nc(C)cc1C,-4%,21,13%,11
NC(N)=N[C@H](CC(=O)O)c1ccccc1,2%[11.4 µM],nt,-4%[11.4 µM],nt
COc1cc2[nH]c(=S)n(C3CCCC3)c(=O)c2cc1OC,-14%,44,-16%,6
CCCCCNC(=O)Cc1cc(=O)[nH]c(=O)[nH]1,-1%,-24,-1%,-8
CCOC(=O)CSc1nnc(NC(=O)c2cccc(S(=O)(=O)N3CCCCC3)c2)s1,-5%,19,-7%,4
N#CCc1nc(CSc2nc3ccccc3s2)cs1,?,12,-25%,2
O=C(OCCN1C(=O)c2ccccc2C1=O)c1cc2ccccc2o1,-7%,-16,-9%,-1
Cc1ccc(-c2cc(=O)c3cc(C)ccc3[nH]2)cc1,-2%[0.00818 µM],-14,7%[0.0915 µM],nt
O=C(NCCSCc1ccccc1)c1cc(S(=O)(=O)N2CCOCC2)ccc1F,-1%,?,1%,5
O=S(=O)(Nc1ccc(N2CCCCC2)cc1)c1cccs1,-1%,41,-12%,?
COc1ccc(C(C)(C)C)cc1NC(=O)C1CC=CCC1C(=O)O (stereo not given),0%,-5,2%,4
CCOC(=O)N1CCN(C(=O)Cc2ccc(C)cc2)CC1,-8%,-24,-1%,0
CC1(C)C(=O)NCCN1C(=O)CSc1nccc(-c2ccc(Br)cc2)n1,1%,96,nt,-9
O=C(CCc1nc2ccccc2c(=O)[nH]1)OCC(=O)c1cccc(Cl)c1,-2%,9,nt,nt
Cc1ccc2cc(C3CC(c4ccco4)=NN3S(=O)(=O)c3ccccc3)c(Cl)nc2c1 (stereo not given),0%,-25,nt,-4
O=C(C1=C[C@@H]2[C@H]3C(=O)N(c4ccc(Cl)cc4)C(=O)[C@H]3[C@@H](C(=O)c3ccc(Cl)cc3)N2C=C1)c1ccccc1,-17%,18,nt,nt
CN1CCN(c2ccc(C(=O)c3ccc(F)cc3)cc2)CC1,3%,-4,21%,-3
O=S(=O)(NCCOC12CC3CC(CC(C3)C1)C2)c1cccc2nsnc12,-6%,18,-4%,0
COCCN1C(=O)c2ccc(C(=O)Nc3nccs3)cc2C1=O,-4%,-111*,-2%,-4
COc1ccc(C2/C(=C(\O)c3ccc(OC)c(Cl)c3)C(=O)C(=O)N2CCN(C)C)cc1 (stereo not given),3%,1,0%,-15
C[C@@H]1NC(=O)[C@H](CCC(N)=O)NC(=O)c2cc([N+](=O)[O-])cc(I)c2NCCC[C@@H](C(N)=O)NC1=O,-3%,15,nt,nt
OC(c1ccccn1)c1c[nH]c2ccccc12 (stereo not given),-5%,25,-1%,-16
Cn1c(SCc2n[nH]c(=S)n2-c2ccccc2)nnc1-c1ccccc1,-2%,-24,nt,nt
CCn1c(COc2ccc(=O)n(-c3ccccc3)n2)nnc1SCc1ccc(C)cc1,3%,76,nt,4
Nc1oc2ccccc2c(=O)c1C=O,3%,?,nt,5
CC(C)C[C@H](NC(=O)OC(C)(C)C)c1nnc(SCc2cccc(F)c2)o1,0%,?,8%,4
COc1ccc(OCCNC(=O)/C=C/c2ccc([N+](=O)[O-])cc2)cc1,0%,23,nt,nt
COC(=O)c1sc2nc(-c3ccccc3)c3c(c2c1N)CCCC3,8%,?,nt,-1
Cc1cccc(CNc2ncncc2-c2ccccc2C(F)(F)F)c1,-6%,nt,14%,nt
CCCn1c(SCC(=O)Nc2c(C)cccc2C)nnc1C(C)C,4%,-7,-4%,1

# Reformatted: entries from further up.
compound: Nc1oc2ccccc2c(=O)c1C=O
  ALOX12 inhib: 3%; PNC assembly inh: ?; 15-hLO-2 inh: nt; IMPase inh: 5

compound: CCCn1c(SCC(=O)Nc2c(C)cccc2C)nnc1C(C)C
  ALOX12 inhib: 4%; PNC assembly inh: -7; 15-hLO-2 inh: -4%; IMPase inh: 1

# Next results follow.
SMILES,ALOX12 inhib,PNC assembly inh,15-hLO-2 inh,IMPase inh
CC(=O)c1c(C)[nH]c(C(=O)N2CCc3ccccc32)c1C,-5%,30,0%,?
C/C(Cn1nc([N+](=O)[O-])cc1C)=N\NC(=O)COc1ccc(Cl)cc1Cl,-4%,?,nt,2
CCOC(=O)Cn1c(=O)oc2cc(S(=O)(=O)N3CCCc4ccccc43)ccc21,-1%,-11,-3%,-7
CC1COC2C(O1)N(S(C)(=O)=O)CCN2S(C)(=O)=O (stereo not given),1%,-12,3%,0
Cn1c2ccccc2c2ncn(Cc3ccco3)c(=O)c21,2%,34,-6%,4
COc1ccc(CNc2nc3ccccc3n2Cc2ccc(C)cc2)cc1OC,-13%,?,nt,nt
CN(C)C(=O)CSc1nnc2sc3ccccc3n12,4%,2,-2%,1
O=C(Nc1ccc(S(=O)(=O)NC2CCCCC2)cc1)c1ccc(Br)o1,-13%,?,-5%,3
Cc1nn(-c2cc(N3CCOCC3)ccc2N)c(=O)c2ccccc12,-12%,?,-22%,10
COc1ccccc1C(O)(C(=O)NN(C)c1ccccc1)c1ccccc1OC,-3%,41,nt,0
COC(=O)c1ccc(Cn2cnc3c(cnn3-c3ccc(Cl)cc3)c2=O)o1,-7%,-20,nt,nt
COc1ccc(N2CC(C(=O)Nc3cc(C)on3)CC2=O)cc1 (stereo not given),1%,-19,2%,-2
COc1ccc(S(=O)(=O)c2cnc3ccc(OC)cc3c2N2CCC3(CC2)OCCO3)cc1,-4%,?,nt,nt
CCS(=O)(=O)/N=C(\N)c1ccccc1,-5%,34,-3%,-8
Cc1ccc(NC(=O)CN(C)C(=O)c2ccc(Cl)c([N+](=O)[O-])c2)cc1,-1%,-18,nt,-2
C=CCn1c(SCC(=O)Nc2ccc(C(=O)OCC)cc2)nnc1-c1cccs1,-3%,44,8%,17
C/C(N)=C(/C#N)C(=O)CSc1nnc(Nc2cccc(C)c2C)s1,-12%,-3,?,?
COc1ccc(/C=C/C(=O)c2ccccc2O)cc1,-8%,42,nt,nt
Cc1ccc(C(C)NC(=O)/C(C#N)=C\c2c(C)[nH]c3ccccc23)cc1 (stereo not given),?,-16,-7%,5
CCCCC(C)(O)C/C=C/[C@H]1[C@H](O)CC(=O)[C@@H]1CCCCCCC(=O)OC (stereo not given in full),7%[0.00818 µM],30,0%[0.0915 µM],nt
c1ccc(OCCOc2ncnc3ccccc23)cc1,-3%,-4,-8%,6
Cc1ccccc1CS(=O)(=O)CCC(=O)NCCN1CCN(c2cccc(Cl)c2)CC1,-2%,-9,31%[activator],8
Cc1ccc(Cc2cnc(NC(=O)/C(C#N)=C/c3ccc(-c4cccc([N+](=O)[O-])c4)o3)s2)cc1,-4%,22,0%,9
N/C(CN1CCCC1=O)=N\OC(=O)c1ccc(Cl)cc1,0%,29,nt,nt
Cc1ccc(C(=O)ONc2ccc(N=O)cc2)cc1,-1%,-117*,-1%,0
CC1(C)CC(=O)C2=C(C1)Oc1ncn(CCCO)c(=N)c1C2c1ccccc1 (stereo not given),-4%,3,-8%,-2
CCOC(=O)C1=C(C)N=C2SCCC(=O)N2C1c1ccc(C(=O)OC)cc1 (stereo not given),2%,-6,-4%,3
CCS(=O)(=O)N1CCC(C(=O)NCCCN2CCN(c3ccccc3F)CC2)CC1,2%,28,9%,4
Cc1ccc2nc(-c3ccccc3)cc(C(=O)O)c2c1,-8%,18,-3%,-8
Cc1ccc(-n2c(Cc3cccn3C)nnc2SCC(=O)Nc2nnc(C)s2)cc1,-9%,5,-9%,-16
CCOC(=O)c1c(NC(=O)CCN2CCOCC2)sc2c1CC(C)(C)OC2,-3%,?,2%,-3
CCOC(=O)Nc1ccc2c(c1)N(C(=O)OC)c1ccccc1CC2,1%,-6,10%,3
CCCC(CCC)n1[nH]c(=O)c2c(C)cc(C)nc21,1%,37,2%,-3
COc1ccc(C)cc1N(C(=O)c1ccccc1F)c1nc2ccccc2s1,-1%,?,nt,nt
CC(=O)Nc1ccc(-n2cnnn2)cc1,-1%,?,nt,2[0.369 µM]
Cc1ccc(SCc2noc(C(=O)NCC3CCCO3)c2C(=O)O)cc1C (stereo not given),5%,112,-5%,-3
CC(=O)c1c(C)[nH]c(C(=O)OCC(=O)N2CCc3ccccc32)c1C,10%,26,-3%,0
CCN(CCCNC(=O)CCNC(=O)Cn1cnc2ccccc2c1=O)c1ccccc1,-1%,-10,-4%,?
CCOc1cc(C)ccc1OCc1nnc(SCC(=O)c2cccc([N+](=O)[O-])c2)n1CC,-1%,18,-2%,4
O=C(Nc1ccccc1C(F)(F)F)c1cc2ncc(CCCl)cn2n1,-4%,41,nt,nt
Cc1ccc(C(=O)NCCSc2snnc2C)cc1,-4%,34,9%[11.4 µM],7[1.84 µM]
O=S(=O)(Nn1cnnc1)c1ccccc1,2%,90,nt,0
Cc1cc(=O)oc2c(CN3CCN(C)CC3)c(O)c(Cl)cc12,-2%,?,4%[2.29 µM],?
CCn1c(SCC(=O)N2CCCCC2)nc2c(c1=O)SC(C)C2 (stereo not given),7%,45,2%,?
COc1cccc(C(=O)COc2ccc3c(C)c(Cc4ccccc4)c(=O)oc3c2)c1,-1%,-15,nt,nt
CCn1cc(C(=O)Nn2cnnc2)c(=O)c2ccc(C)nc21,-6%,?,0%,-1
Cc1noc(C)c1CSc1nnnn1-c1ccc(Cl)cc1,-4%,-22,-9%,4
NC(=O)N/N=C/c1cc(Br)ccc1OCC(=O)NCc1ccccc1,-5%,26,nt,nt
Cc1cc(Br)cn2ccnc12,7%,4,-2%,-11
Cc1ccc(CN2C(=O)CCC2C(=O)NCCCN2CCOCC2)cc1 (stereo not given),1%,102,4%,-7
c1ccc(N/N=C(\Cc2nc3ccccc3[nH]2)c2ccccc2)cc1,-6%,8,nt,nt

# Bioassay records deposited in PubChem BioAssay by National Center for Advancing Translational Sciences (NCATS).
